rCAG binder: binds r(CAG) RNA repeats; r(CAG) RNA repeat, TO-PRO-1 dye displacement fluorescence; inhibition, % at 3 µM; 370,000 tested, 1.3% active;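 active = inhibition above the plate cutoff, the mean of all test compounds on that plate plus 3 SD, cut at about 35% in these data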;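 also: 0% = DMSO alone and 100% = 100 µM mitoxantrone as full dye displacement; higher means more dye released from RNA so lower well fluorescence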
ABHD4 inh: inhibits mouse alpha/beta hydrolase domain 4. purified mABHD4, FP-Rh probe fluorescence polarization. inhibition, % at 8.92 µM. 370,000 tested, 0.54% active. AID 720543;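 active = inhibition exceeding the mean over every tested compound plus 3 SD, cut at about 30% in these data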;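 also: 0% = plate median of compound wells and 100% = S159A mutant with DMSO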
Target sequence (Q8VD66 whole entry, looked up, the tested form may be a part): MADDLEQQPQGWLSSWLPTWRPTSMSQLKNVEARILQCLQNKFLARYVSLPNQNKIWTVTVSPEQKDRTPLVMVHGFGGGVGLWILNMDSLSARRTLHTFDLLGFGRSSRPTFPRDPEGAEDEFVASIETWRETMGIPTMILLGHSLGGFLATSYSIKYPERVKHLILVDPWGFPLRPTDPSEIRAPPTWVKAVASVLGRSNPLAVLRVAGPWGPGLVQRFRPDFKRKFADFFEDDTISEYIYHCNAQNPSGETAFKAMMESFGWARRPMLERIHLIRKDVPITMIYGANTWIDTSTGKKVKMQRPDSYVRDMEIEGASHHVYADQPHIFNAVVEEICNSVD
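Test system: mABHD4 protein | Buffer or medium: HEPES pH 7.0 buffer, 150 mM NaCl, 0.01% Pluronic F-127 | Probe or stimulus: FP-Rh fluorescent activity-based probe, added after compound pre-incubation | Timing: Pre-incubation 45 min, probe exposure 60 min, at 25 °C | Technique: Fluorescence polarization, excitation 525 nm, emission 598 nm, BODIPY TMR filters | Repeats: Single well per compound (singlicate)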
SIAE primary: blocks human sialic acid acetylesterase. Q9HAT2. AID 1053197. SIAE FP-Rh probe binding, fluorescence polarization. inhibition, % at 9.66 µM. 370,000 tested, 0.69% active;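 active = inhibition above a cutoff: mean of compounds within the control limits plus 3 SD of those, cut at about 17% in these data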;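 also: 0% = plate median of compound wells and 100% = probe without SIAE protein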
LEDGF integ inh: blocks HIV-1 LEDGF/p75-dependent DNA integration | inhibition, % at 3.7 µM | AID 743269 | 370,000 tested, 0.64% active | TR-FRET IN-LEDGF/p75 DNA integration, Eu/Cy5;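 active = inhibition above the screen-wide mean plus 3 SD, cut at about 13% in these data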;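 also: signal is the Cy5 over europium emission ratio at 671 and 618 nm; 0% = plate median of compound wells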
TDP2 inh: blocks human TDP2 phosphodiesterase activity | O95551 | recombinant TDP2, T5PNP hydrolysis, p-nitrophenol absorbance 415 nm | inhibition, % at 12.8 µM | 370,000 tested, 0.34% active | AID 720702;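 active = inhibition above the mean of all tested compounds plus 3 SD, set per campaign, cut at about 25% in these data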;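 also: 0% = DMSO with enzyme and 100% = buffer with substrate but no TDP2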
Target sequence (O95551 whole entry, looked up): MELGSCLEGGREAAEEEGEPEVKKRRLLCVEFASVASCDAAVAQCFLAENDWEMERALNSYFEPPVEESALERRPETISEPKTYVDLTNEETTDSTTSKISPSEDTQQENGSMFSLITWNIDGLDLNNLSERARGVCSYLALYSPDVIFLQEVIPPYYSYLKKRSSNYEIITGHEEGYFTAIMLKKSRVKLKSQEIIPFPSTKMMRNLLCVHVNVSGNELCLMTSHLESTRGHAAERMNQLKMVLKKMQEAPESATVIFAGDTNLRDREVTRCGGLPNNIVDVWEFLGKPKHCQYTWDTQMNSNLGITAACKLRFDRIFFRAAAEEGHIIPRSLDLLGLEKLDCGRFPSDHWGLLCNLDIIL
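System – recombinant human TDP2 · Quantity – TDP2 enzyme at 120 nM final · Doses – single concentration, 12.8 µM nominal, with 1% DMSO · Incubation – 2 h at 37 °C · Measured by – epi absorbance of p-nitrophenol freed from T5PNP by hydrolysis · Read-out – % inhibition relative to enzyme-containing and enzyme-free wells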
NR1D1 modulator: modulators of human Rev-erb alpha DNA binding; activity, % at 10 µM; 370,000 tested, 0.79% active; Rev-erbα–FITC-DNA binding, fluorescence polarization, 90 min; P20393;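 active = activity above about 14%, limit read from the data; passing the limit was not always enough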;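 also: 0% = DMSO wells with 35 nM protein and 100% = DMSO wells with 750 nM protein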
PG9 binder: PG9 antibody binding by small molecule; AID 624416; TR-FRET gp120-PG9 antibody binding; 360,000 tested, 0.43% active; inhibition, % at 6.7 µM; in the data active = inhibition above about 8.5%
TCR-CD3 inh: human TCR-CD3 binding inhibition; inhibition, % at 9.4 µM; 360,000 tested, 0.37% active; TAMRA-labeled TCR probe fluorescence, biochemical; in the data active = inhibition above about 19%;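 also: recombinant mutant TCR 2C K166C tagged with TAMRA read by polarization; 0% = receptor in buffer alone and 100% = receptor with positive control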
PRMT1 FP inh: inhibitors of human PRMT1; recombinant PRMT1, activity-based probe fluorescence polarization; inhibition, % at 2.79 µM; 370,000 tested, 1.3% active;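 active = inhibition above about 21% made by adding two undisclosed values, limit read from the data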
Target sequence (Q99873 whole entry, looked up): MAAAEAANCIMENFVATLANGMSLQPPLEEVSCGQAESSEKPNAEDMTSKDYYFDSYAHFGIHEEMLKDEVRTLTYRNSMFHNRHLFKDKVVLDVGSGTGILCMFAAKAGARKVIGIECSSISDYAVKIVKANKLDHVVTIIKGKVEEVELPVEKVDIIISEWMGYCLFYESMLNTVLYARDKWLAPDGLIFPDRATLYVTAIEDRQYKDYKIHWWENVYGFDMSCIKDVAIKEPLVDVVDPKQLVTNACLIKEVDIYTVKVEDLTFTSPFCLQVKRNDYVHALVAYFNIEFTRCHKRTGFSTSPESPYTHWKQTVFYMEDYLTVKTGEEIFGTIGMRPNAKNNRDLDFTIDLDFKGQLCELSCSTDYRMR
HTRA1 inhibitor: blocks human HTRA1 serine peptidase. inhibition, % at 5.96 µM. 340,000 tested, 0.5% active. AID 504803. recombinant HTRA1, FP-rhodamine activity-based probe, fluorescence polarization. Q92743; in the data active = inhibition above about 36%;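 also: 0% = enzyme with DMSO and 100% = wells lacking enzyme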
* marks the source's active call; other numbers are inactive results. A portion of the library; rates above refer to the full screens.

`COc1ccc(Cc2cc(-c3ccc(F)cc3)n[nH]c2=O)cc1` gave rCAG binder 2, ABHD4 inh 1, SIAE primary 1, LEDGF integ inh 3, TDP2 inh 23, NR1D1 modulator 1, PG9 binder -1.2, TCR-CD3 inh 3 and PRMT1 FP inh 2.
For Cc1cn([C@H]2C[C@H](O)[C@@H](/C=C/C(=O)NCc3ccccc3)O2)c(=O)[nH]c1=O the results were rCAG binder 1, ABHD4 inh -1, SIAE primary -6, LEDGF integ inh -3, TDP2 inh -9, NR1D1 modulator 1, PG9 binder -2.0, TCR-CD3 inh 2 and PRMT1 FP inh 0.
Screening COC(=O)C(CCCN1C(=O)c2ccccc2C1=O)(NC(C)=O)c1nn[nH]n1 (stereo unspecified) returned rCAG binder 2, ABHD4 inh 0, SIAE primary -1, LEDGF integ inh -4, TDP2 inh -2, NR1D1 modulator -5, PG9 binder 0.0, TCR-CD3 inh 6, PRMT1 FP inh 3 and HTRA1 inhibitor -9.
Screening Cc1cc(C)nc(NS(=O)(=O)c2ccc(NC(=O)c3ccccc3Br)cc2)n1 returned rCAG binder 9, ABHD4 inh 3, SIAE primary -3, LEDGF integ inh 3, TDP2 inh 2, NR1D1 modulator -6, PG9 binder -1.2, TCR-CD3 inh -3, PRMT1 FP inh 0 and HTRA1 inhibitor 2.
`CC1(C)Cc2ccccc2-c2nc3n(c(=O)c21)CCS3` gave rCAG binder 0, ABHD4 inh -3, SIAE primary -2, LEDGF integ inh 2, TDP2 inh 1, NR1D1 modulator 5, PG9 binder -0.3, TCR-CD3 inh 1, PRMT1 FP inh 3 and HTRA1 inhibitor 10.
For CCOC(=O)CNC(=O)CSc1nc(-c2ccccc2)ns1 the results were rCAG binder -3, ABHD4 inh -5, SIAE primary -10, LEDGF integ inh 1, TDP2 inh -9, NR1D1 modulator 2, PG9 binder 0.5, TCR-CD3 inh -4, PRMT1 FP inh 43* and HTRA1 inhibitor 3.
COc1ccc(/C=C/C(=O)OCC(=O)c2ccccc2F)cc1 was read as rCAG binder 1, ABHD4 inh -6, SIAE primary -2, LEDGF integ inh -1, TDP2 inh 3, NR1D1 modulator 7, PG9 binder -3.4, TCR-CD3 inh 3, PRMT1 FP inh 0 and HTRA1 inhibitor -18.
Screening O=C(CSCc1ccccc1)N1CCN(c2ccc(F)cc2)CC1 returned rCAG binder -3, ABHD4 inh 4, SIAE primary 3, LEDGF integ inh 3, TDP2 inh -1, NR1D1 modulator 0, PG9 binder 0.0, TCR-CD3 inh 1, PRMT1 FP inh -1 and HTRA1 inhibitor -12.
O=[N+]([O-])c1ccc(S(=O)(=O)N2CCN(c3ccnc4cc(Cl)ccc34)CC2)cc1 was read as rCAG binder 1, ABHD4 inh -14, SIAE primary -4, LEDGF integ inh -5, TDP2 inh -4, NR1D1 modulator -8, PG9 binder 1.6, TCR-CD3 inh -1, PRMT1 FP inh 5 and HTRA1 inhibitor -7.
`O=[N+]([O-])c1ccc(-c2cn3ccccc3n2)cc1` gave rCAG binder -1, ABHD4 inh 1, SIAE primary -1, LEDGF integ inh 0, TDP2 inh -7, NR1D1 modulator 0, PG9 binder -2.7, TCR-CD3 inh -2 and PRMT1 FP inh -3.
`O=C(CSC(=S)N1CCN(c2ccccc2)CC1)Nc1nc(-c2ccccc2)c(-c2ccccc2)o1` gave rCAG binder 2, ABHD4 inh 0, SIAE primary 3, LEDGF integ inh 2, TDP2 inh 7, NR1D1 modulator 1, PG9 binder -1.1, TCR-CD3 inh 5, PRMT1 FP inh 4 and HTRA1 inhibitor 0.
Screening COC(=O)[C@]1(C)N[C@H](CN(C)S(=O)(=O)c2ccc(OC)cc2)[C@@H]2C(=O)N(C)C(=O)[C@@H]21 returned rCAG binder 1, ABHD4 inh -6, SIAE primary 0, LEDGF integ inh 10, TDP2 inh -17, NR1D1 modulator -6, PG9 binder 1.3, TCR-CD3 inh -13, PRMT1 FP inh -7 and HTRA1 inhibitor -1.
`COc1ccc2[nH]c3c(=O)n(Cc4ccc(C(=O)N5CCCCCC5)cc4)c(=S)[nH]c3c2c1` gave rCAG binder 10, ABHD4 inh 27, SIAE primary 4, LEDGF integ inh 3, TDP2 inh 3, NR1D1 modulator 41*, PG9 binder 1.4, TCR-CD3 inh 3, PRMT1 FP inh 0 and HTRA1 inhibitor 0.
For COc1ccccc1-c1ccc(SCC(=O)NCc2ccc3c(c2)OCO3)nn1 the results were rCAG binder -2, ABHD4 inh -2, SIAE primary 2, LEDGF integ inh -2, TDP2 inh 10, NR1D1 modulator 2, PG9 binder -0.1, TCR-CD3 inh 1, PRMT1 FP inh -1 and HTRA1 inhibitor 2.
For CCOc1ccc(N(CC(=O)NCC2CCCO2)S(=O)(=O)c2ccc(C)cc2)cc1 (stereo unspecified) the results were rCAG binder -2, ABHD4 inh 4, SIAE primary -2, LEDGF integ inh -2, TDP2 inh 7, NR1D1 modulator -4, PG9 binder 2.0, TCR-CD3 inh 4, PRMT1 FP inh -2 and HTRA1 inhibitor 0.
`c1ccc(-c2n[nH]nc2-c2ccccc2)cc1` gave rCAG binder -1, ABHD4 inh -1, SIAE primary -8, LEDGF integ inh -1, TDP2 inh -7, NR1D1 modulator -4, PG9 binder -1.9, TCR-CD3 inh 3, PRMT1 FP inh 3 and HTRA1 inhibitor 1.
`NC(=O)C1CCN(c2nc(-c3ccc(N)cc3)cs2)CC1` gave ABHD4 inh 7, SIAE primary -5, LEDGF integ inh 4, TDP2 inh -3, NR1D1 modulator 4 and PRMT1 FP inh -2.
For CCN(CC)S(=O)(=O)c1ccc(-c2csc(C)n2)s1 the results were rCAG binder -5, ABHD4 inh -7, SIAE primary -3, LEDGF integ inh 0, TDP2 inh -11, NR1D1 modulator 4, PG9 binder -0.8, TCR-CD3 inh -1, PRMT1 FP inh 1 and HTRA1 inhibitor -16.
`Cc1oc(-c2ccccc2F)nc1CN1CCC(C(=O)NC2CCCc3ccccc32)CC1` (stereo unspecified) gave rCAG binder -7, ABHD4 inh 6, SIAE primary -4, LEDGF integ inh -3, TDP2 inh -3, NR1D1 modulator -5, PG9 binder 1.8, TCR-CD3 inh 1, PRMT1 FP inh 1 and HTRA1 inhibitor -9.
Screening COc1ccccc1Nc1nc(N)nc(CCl)n1 returned rCAG binder 2, ABHD4 inh 4, SIAE primary -3, LEDGF integ inh 4, TDP2 inh 3, NR1D1 modulator -5, PG9 binder -2.2, TCR-CD3 inh 14, PRMT1 FP inh 0 and HTRA1 inhibitor -1.

Reprinted from the part before: 2 compounds; new compounds follow.
`Cc1oc(-c2ccccc2F)nc1CN1CCC(C(=O)NC2CCCc3ccccc32)CC1` (stereo unspecified) gave rCAG binder -7, ABHD4 inh 6, SIAE primary -4, LEDGF integ inh -3, TDP2 inh -3, NR1D1 modulator -5, PG9 binder 1.8, TCR-CD3 inh 1, PRMT1 FP inh 1 and HTRA1 inhibitor -9.
Screening COc1ccccc1Nc1nc(N)nc(CCl)n1 returned rCAG binder 2, ABHD4 inh 4, SIAE primary -3, LEDGF integ inh 4, TDP2 inh 3, NR1D1 modulator -5, PG9 binder -2.2, TCR-CD3 inh 14, PRMT1 FP inh 0 and HTRA1 inhibitor -1.
For N=C1SCC(=O)N1c1ccc(Cl)cc1 the results were rCAG binder 2, ABHD4 inh 9, SIAE primary -6, LEDGF integ inh -1, TDP2 inh 1, NR1D1 modulator -2, PG9 binder 0.1, TCR-CD3 inh 6, PRMT1 FP inh 1 and HTRA1 inhibitor 1.
`O=C(OCc1ccccc1)N(CCCCN(CCCNCc1ccccc1)C(=O)OCc1ccccc1)CCCNCc1ccccc1` gave rCAG binder 5, ABHD4 inh 23, SIAE primary 7, LEDGF integ inh 3, TDP2 inh -2, NR1D1 modulator -2, PG9 binder 1.4, TCR-CD3 inh -4, PRMT1 FP inh -6 and HTRA1 inhibitor -12.
`CC(C)C1C(=O)N(Cc2cn(CC3CCCCC3)nn2)CCS(=O)(=O)N1Cc1ccc(-c2ccc(F)nc2)cc1` (stereo unspecified) gave rCAG binder 4, ABHD4 inh -1, SIAE primary -3, LEDGF integ inh 6, TDP2 inh -7, NR1D1 modulator -4, PG9 binder -0.8, TCR-CD3 inh 0, PRMT1 FP inh -3 and HTRA1 inhibitor -36.
Screening C[C@]12c3[nH]c4ccc(Cl)cc4c3CCN1C(=O)[C@@H](CC(=O)NCc1cccc(C(F)(F)F)c1)C[C@@H]2C(=O)N1CCOCC1 returned rCAG binder 4, ABHD4 inh -1, SIAE primary 2, LEDGF integ inh -1, TDP2 inh 6, NR1D1 modulator 8, PG9 binder 0.3, TCR-CD3 inh 0, PRMT1 FP inh -1 and HTRA1 inhibitor -16.
Cc1nnc(SCC(=O)NC2CCCC2)n1-c1ccccc1 was read as rCAG binder 0, ABHD4 inh 2, SIAE primary -8, LEDGF integ inh 1, TDP2 inh -3, NR1D1 modulator -2, PG9 binder 0.5, TCR-CD3 inh 1, PRMT1 FP inh -2 and HTRA1 inhibitor -8.
Screening COC(CNC(=O)c1ccc(N2CCCC2=O)cc1)OC returned rCAG binder 21, ABHD4 inh 5, SIAE primary -1, LEDGF integ inh 0, TDP2 inh 3, NR1D1 modulator 3, PG9 binder -1.4, TCR-CD3 inh 2, PRMT1 FP inh -1 and HTRA1 inhibitor 3.
Cc1cc2nc(SCCN3CCOCC3)[nH]c2cc1C was read as rCAG binder 1, ABHD4 inh -7, SIAE primary -7, LEDGF integ inh 0, TDP2 inh -14, NR1D1 modulator 0, PG9 binder -0.7, TCR-CD3 inh 2, PRMT1 FP inh -4 and HTRA1 inhibitor 4.
`Cc1cccc(C)c1Nc1nnc(SCC(=O)Nc2cc(S(=O)(=O)N3CCCCC3)ccc2Cl)s1` gave rCAG binder 12, ABHD4 inh -10, SIAE primary -10, LEDGF integ inh 4, TDP2 inh 6, NR1D1 modulator 3, PG9 binder -0.1, TCR-CD3 inh 1, PRMT1 FP inh -2 and HTRA1 inhibitor -18.
COCC(=O)N(Cc1cc2cc(C)ccc2[nH]c1=O)c1cccc(C)c1C was read as rCAG binder -8, ABHD4 inh 3, SIAE primary 7, LEDGF integ inh 5, TDP2 inh -1, NR1D1 modulator 3, PG9 binder 0.5, TCR-CD3 inh 5, PRMT1 FP inh -4 and HTRA1 inhibitor -1.
For O=C(O)C1CCCCC1C(=O)NCc1ccc(F)cc1 (stereo unspecified) the results were rCAG binder -2, ABHD4 inh -1, SIAE primary 9, LEDGF integ inh -2, TDP2 inh -1, NR1D1 modulator -1, PG9 binder -0.5, TCR-CD3 inh 2, PRMT1 FP inh 1 and HTRA1 inhibitor -5.
For O=C(NC12CC3CC(CC(C3)C1)C2)c1ccc(-c2cccc(Cl)c2)o1 the results were rCAG binder 4, ABHD4 inh -1, SIAE primary -8, LEDGF integ inh 2, TDP2 inh -2, NR1D1 modulator 8, PG9 binder -2.3, TCR-CD3 inh 3, PRMT1 FP inh 4 and HTRA1 inhibitor -26.
For CCc1c(C)nc(SCC(N)=O)c(C#N)c1C the results were rCAG binder 0, ABHD4 inh 4, SIAE primary 2, LEDGF integ inh -1, TDP2 inh 7, NR1D1 modulator 1, PG9 binder -2.7, TCR-CD3 inh 7, PRMT1 FP inh -3 and HTRA1 inhibitor 2.

Assay outcomes: PubChem, several laboratories
